TTR transcr act = TTR transcription activation, primary screen; SH-SY5Y TTR promoter Gaussia luciferase, luminescence; 100% = recombinant luciferase protein wells; activation, % at 16.7 µM; 1.3% of 92,000 active; AID 1117267;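 active = activation above the mean of all tested compounds plus 3 SD, cut at about 9.5% in these data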;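 also: cells exposed to compounds for one day before reading; 0% = median of all test compound wells on the plate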
Starred values were filed as active, the others as inactive.

SMILES	TTR transcr act
CCOc1ccc(C(=O)NCC(=O)OCCCOC(=O)CNC(=O)c2ccc(OCC)cc2)cc1	-0.5
COc1cccc(-c2ccc3ncnc(NCc4cccc(C)c4)c3c2)c1	-3.5
COc1ccccc1/C=N\Nc1cn[nH]c(=O)c1Cl	3.5
CCN(CC)CCN1C(=O)C(=O)/C(=C(/O)c2ccc3c(c2)CC(C)O3)C1c1ccc(OC)cc1 (stereo not drawn)	0.3
FC(F)(F)c1nnc2ccc(Cl)nn12	-1.5
CCOC(=O)C1=CCN(S(=O)(=O)c2ccc(F)cc2)C1c1cccc(Cl)c1 (stereo not drawn)	0.4
N#C/C(=C\c1ccc(OCC(N)=O)cc1)C(=O)NC1CC1	-1.1
O=C(Nc1ccc2ccccc2c1[N+](=O)[O-])c1ccccc1	5.3
CCC1CCCCN1C(=O)Cn1c(=O)oc2ccccc21 (stereo not drawn)	-2.1
COc1ccc(C(c2nnnn2Cc2ccccc2)N2CCN(C(=O)c3ccco3)CC2)cc1 (stereo not drawn)	-3.6
C[C@@H]1CN([C@H](C)CO)C(=O)c2cc(Br)cnc2O[C@H]1CN(C)C(=O)c1ccccc1	-0.9
Cc1cccc(NS(=O)(=O)c2nnc(NC(=O)c3cccc(C)c3)s2)c1	2.8
CC(=O)c1cccc(Nc2nc(N3CCOCC3)nc(N3CCOCC3)n2)c1	0.1
CCCNC(=O)N1CCC(C(=O)c2cccc(F)c2)CC1	0.8
COc1ccc(OC)c(-c2cc(-c3cccnc3)nc(N)c2C#N)c1	3.2
CCOC(=O)[C@]12CCCC=C1N(CCCOC)C(=O)[C@@H]2CC(=O)NCc1ccccc1	-0.9
COc1cccc(CNc2nc3cc(-c4cccc(C(=O)NCCO)c4)sc3c(=O)n2C)c1	-2.0
CCOCC(=O)N1CCc2ccccc21	-3.8
Cc1nnc(C)c2c(C)n(-c3ccccc3N)c(C)c12	4.0
O=C(NCC(=O)N1CCN(c2cccc(Cl)c2)CC1)c1ccc(Br)o1	-1.6
O=C(Cc1ccccc1)N/N=C/c1cc(Br)cs1	4.1
CCOc1ccc(N2C(=O)c3cccnc3C2Nc2ccc(F)cc2)cc1 (stereo not drawn)	0.5
COC(=O)c1ccc(CSc2nc3cc(Cl)ccc3o2)cc1	3.0
Cc1cc(NC(=O)Cn2ccc([N+](=O)[O-])n2)no1	0.5
Cc1cc(C)c(C(=O)NC2CCCc3c2cnn3-c2cccc(C)c2C)o1 (stereo not drawn)	4.2
Cc1ccc(/C=C/C(=O)N2CCC(Cc3ccccc3)CC2)cc1	1.6
CCc1noc(C)c1C(=O)N1CCCC(C(=O)c2ccc(OC)c(F)c2)C1 (stereo not drawn)	1.9
Fc1ccc(-c2csc(/C=C/c3ccc4c(c3)OCO4)n2)cc1	-0.2
CC1NC(=O)c2cccnc2-n2c1nc1ccccc1c2=O (stereo not drawn)	1.0
CC1=C(C(=O)O)CC(S(=O)(=O)O)C1(C)C (stereo not drawn)	-0.6

Brought forward from above: two compounds, then new ones.
SMILES	TTR transcr act
CC1NC(=O)c2cccnc2-n2c1nc1ccccc1c2=O (stereo not drawn)	1.0
CC1=C(C(=O)O)CC(S(=O)(=O)O)C1(C)C (stereo not drawn)	-0.6
CC1(C)CC(=O)C2=C(C1)OC(N)=C(C#N)C2c1cn(-c2ccccc2)nc1-c1ccc(F)cc1 (stereo not drawn)	2.5
Cn1ccnc1C(=O)C1CCCN(Cc2cn[nH]c2-c2ccc(-c3ccccc3)cc2)C1 (stereo not drawn)	-1.9
CC(=O)N1CCCc2cc(S(=O)(=O)N3CCN(C4CCCCC4)CC3)ccc21	0.9
CC[C@@]1(C(=O)OC)N[C@H](CN(C)C(=O)C2CCCCC2)[C@@H]2C(=O)N(C)C(=O)[C@@H]21	0.7
CC(=O)Nc1cc(-c2ccc(S(C)(=O)=O)cc2)cn2c(-c3ccc(F)cc3)cnc12	1.4
CN1CCC(C(=O)C(=O)O)C1=O (stereo not drawn)	1.6
CCOC(=O)C1=C(C)NC(C)=C(C(=O)OCC)C1C(=O)OCC(=O)NC(C)C	-0.8
O=CNc1ccc2c(c1)Cc1cccc(NC=O)c1-2	-0.6
CC1(C)CC(=O)C=C(c2ccc(COC(=O)C(c3ccccc3)c3ccccc3)cc2)C1=O	-1.4
Cc1ccc(S(=O)(=O)C(C)C(=O)c2ccc3c(c2)OCCO3)cc1 (stereo not drawn)	-1.7
Cc1ccccc1C(C(=O)NCc1ccco1)N(CC1CCCO1)C(=O)Cn1nnc2ccccc21 (stereo not drawn)	12*
Cc1cc(C)nc(NCc2ccc(Cl)cc2)n1	-0.8
C=CCN1c2ccccc2[C@]23C[C@@H](C(=O)OC)N(C(=O)c4ccc(Br)cc4)C2=NC(C(=O)OC)=C(C(=O)OC)[C@H]13	-7.8
Cc1cccc(/C=N/NC(=O)Cc2cccs2)c1	1.1
N#CC(C(=O)NC1CCCCC1)=C1CCCCC1	-0.1
O=S(=O)(NCC(c1cccnc1)N1CCc2ccccc2C1)c1ccccc1 (stereo not drawn)	-0.8
COc1ccc(C2CC(c3ccccc3)=NN2C(=O)COC(=O)C2CC2)cc1 (stereo not drawn)	-0.2
C[C@@]12CC(=O)NC1N(C(=O)c1ccccc1)C(c1ccccc1OC(=O)c1ccccc1)C2 (stereo partly drawn)	1.4
COc1ccc(Cl)cc1N1C(=O)CN(Cc2cc(OC)c(OC)c(OC)c2)C1=S	-1.0
CN(C)S(=O)(=O)c1ccc(C(=O)NNC(=O)C23CC4CC(CC(C4)C2)C3)cc1	0.4
CCOC(=O)c1c(NC(=O)COc2ccccc2)sc2c1CC(C)(C)NC2(C)C	-0.9
CCOC(=O)[C@H]1[C@H]2COc3ccc(Cl)cc3[C@@H]2N2C(=O)c3ccc(C)cc3NC(=O)[C@@]12C	13*
Cc1ccc(Cl)c2c1NC(=O)C2=O	1.3
Cc1c(CN2CCN(c3cccc(C(F)(F)F)c3)CC2)c(=O)n(-c2ccccc2)n1C	-1.6
CCN(CC)C(=O)c1ccc2c(c1)nnn2C	0.0
O=S(=O)(Nc1ncccn1)c1ccc(-n2cnnn2)cc1	3.9
Cc1nn(-c2ccccc2)c(Cl)c1/C=N/NC(=O)c1cccnc1	0.1
COC(=O)c1ccc([N+](=O)[O-])cc1N1C(=O)C2C3CCC(C3)C2C1=O (stereo not drawn)	-1.0
CC1Cc2cccc3ccc(=O)n(c23)C1 (stereo not drawn)	-0.3
O=C(COC(=O)C1CCC(=O)N1)Nc1ccccc1OC(F)F (stereo not drawn)	2.2
COc1ccccc1C(=O)n1ccc2ccc(-c3ccc4ccn(Cc5ccccc5)c4c3)cc21	0.1
N#Cc1c(N)nc2c(c1-c1ccc(F)cc1)CCC2	9.5
C=CCOc1ccc(C(=O)Nc2ncn[nH]2)cc1	-1.4
O=C(Nc1ccc(Cl)cc1)c1ccncc1	9.1
CSCC[C@H](NC(=O)C(C)(C)Oc1ccc(Cl)cc1)c1nc2ccccc2[nH]1	-1.3
COc1ccc(N2CCN(C(=O)Cc3ccc(C)cc3)CC2)cc1	0.8
COc1ccc(C(C)NC(=O)CCc2ccccc2)cc1 (stereo not drawn)	0.0
Cc1ccc(S(=O)(=O)N2CCCC2)cc1C(=O)N1CCN(Cc2ccccc2)CC1	-0.6
Nc1ccc2c(c1)OC1(CCCC1)O2	-0.2
CC(=O)C1C(c2ccc(F)cc2)C2C(C)=NN=C2CC1(C)O (stereo not drawn)	1.1
CC1(C)CC(=O)C(C(O)c2ccc([N+](=O)[O-])cc2)C(C)(C)N1 (stereo not drawn)	2.0
O=c1cc(-c2ccccc2)oc2cccc(O)c12	-0.6
Cc1cc(NCc2ccccn2)n2c(nc3ccccc32)c1C#N	-1.3
Cc1ccnc(NS(=O)(=O)c2ccc(N3C(=O)c4c(Cl)c(Cl)c(Cl)c(Cl)c4C3=O)cc2)n1	-0.1
COc1cc(OC)c2ccc(=O)oc2c1C(CC(=O)N1CCOCC1)c1ccc2c(c1)OCO2 (stereo not drawn)	14*
CCN(CC)S(=O)(=O)c1ccc(C(=O)Nc2nnc(COC)o2)cc1	0.1
COc1ccc(NC(=O)CN2C(=O)COc3ccccc32)cc1OC	0.3
N#Cc1cccnc1N1CCN(C(=O)c2ccco2)CC1	-0.9
Clc1cccc(Nc2ncnc3ccc(Br)cc23)c1	-1.3
COc1cc2c(cc1N/C=C(\C#N)c1nc(-c3ccccc3)cs1)oc1ccccc12	5.9

(next part)
SMILES	TTR transcr act
COc1ccc(NS(=O)(=O)c2cccc(NC(=O)COc3ccccc3[N+](=O)[O-])c2)cc1	-2.3
COc1ccccc1Cn1c(=S)[nH]c2cc(C(=O)N3CCN(c4ccccc4OC)CC3)ccc2c1=O	-0.8
CN(C)/C=C(\C(=O)c1cccc(Cl)c1)c1nnnn1-c1ccccc1	-0.7
Cc1ccc(C(C)C)c(OCC(=O)OCc2c(C)noc2C)c1	1.4
CCOc1ccc2[nH]cc(S(=O)(=O)c3ccc(C)cc3)c(=O)c2c1	0.8
Cc1cc[n+](-c2[nH]c(=O)sc2/C=N/NC(=O)c2ccccc2[O-])cc1C	1.0
CC1(c2nnnn2Cc2ccccc2)CCCCC(=O)N1Cc1cccs1 (stereo not drawn)	-0.6
Cc1nc(NC(=O)CSc2nnc(-c3ccccc3)c(-c3ccccc3)n2)c(Cl)cc1Cl	-1.1
COc1ccc(Cl)cc1NC(=O)COC(=O)CCCN1C(=O)c2ccccc2C1=O	3.3
COc1ccc2c(C(=O)CN3CCN(CCO)CC3)c[nH]c2c1	1.1
COc1ccc(NC(=O)C2CCC(CNc3c(N4CCCCC4)c(=O)c3=O)CC2)cc1OC (stereo not drawn)	3.8
O=C(CN1c2ccccc2Sc2ccccc21)NNC(=S)Nc1ccc(Cl)cc1	1.9
Cn1c(=O)c2c(nc(N3CCN(C(=O)c4ccco4)CC3)n2CCSc2ncccn2)n(C)c1=O	-1.3
O=C(C[n+]1cc(-c2ccc(Cl)cc2)n2c1CCC2)Nc1nc(-c2ccccc2)cs1	4.4
CSc1n[nH]c(-c2sccc2OCc2ccc(C)cc2)n1	-0.4
Cc1ccc(C(=O)OCC(=O)Nc2sccc2C(N)=O)cc1NC(=O)c1ccco1	-1.4
Cc1ccc(OCC(=O)Nc2ccc(CN3CCOCC3)cc2)cc1	-1.1
CCOc1ccc(CN(C)CC(=O)NNC(=O)c2ccc(Cl)cc2)cc1OC	-0.6
CCC(=O)N1CCc2cc(S(=O)(=O)CCC(=O)NCc3ccccc3OC)ccc21	2.0
O=S(=O)(c1ccc(Br)cc1)N1CCN(c2ccc3nnc(-c4ccccc4)n3n2)CC1	7.5
CC(C1CC1)N(Cc1ccccc1)C(=S)Nc1ccccc1Cl (stereo not drawn)	1.7
CCc1ccccc1NS(=O)(=O)c1c(C(=O)N2CCCCCC2)c(C)n(C)c1C	1.1
Nc1n[nH]c(C2CC2)c1N=Nc1ccc(Cl)cc1	-1.1
COc1ccc(-c2noc(CSc3ccc(C)cc3)n2)cc1	-0.1
COc1ccc(-c2ccc(C#N)c(SCC(=O)NCc3ccco3)n2)cc1OC	0.5
Cc1ccc(/C=C/C(=O)O)cc1S(=O)(=O)N1CCCc2ccccc21	-0.1
CC(=O)Nc1nnc(CCS(=O)(=O)c2ccc(Cl)cc2)s1	2.9
CCc1cc(C(=O)N2CCN(c3ccccn3)CC2)sc1C	-0.1
O=C(c1nc2nc(-c3ccc(Cl)cc3)cc(C(F)(F)F)n2n1)N1CCOCC1	1.5
Cc1cc(C)nc(N2CCC(C(=O)NC3CC3)CC2)n1	3.4
O=C(N/N=C/c1cccc([N+](=O)[O-])c1)c1cc2c(ccc3ccccc32)o1	-1.4
O=C(c1ccccc1)N1CCN(C(=O)N2CCOCC2)CC1	0.9
CC(C)CN(C(=O)CN1CCc2ccccc21)c1c(N)n(CC(C)C)c(=O)[nH]c1=O	0.0
COc1cc(C(=O)NC(C)c2cc(C)ccc2C)ccc1OCC(=O)N1CCOCC1 (stereo not drawn)	2.5
CC1CC2(C)C(=CC1=O)CCC1C2C(O)CC2(C)C1CCC2(O)C(=O)CO (stereo not drawn)	1.6
COc1ccc(Nc2n[nH]c(N)c2C(N)=O)cc1	-0.4
COc1ccc(C(=O)n2nc(C#N)c(C#N)c2N)cc1	-1.7
O=C(CCC1CCCC1)N=C1SC2CS(=O)(=O)CC2N1Cc1ccccc1 (stereo not drawn)	2.1
O=C1CC(O)(C(F)(F)F)Oc2c1ccc1ccccc21 (stereo not drawn)	-0.9
C#CC(CC)(CC)NC(=O)c1c(C)noc1C	-0.3

Structural class: the compounds so far containing a furan ring, fused or not.
SMILES	TTR transcr act
COc1ccc(C(c2nnnn2Cc2ccccc2)N2CCN(C(=O)c3ccco3)CC2)cc1 (stereo not drawn)	-3.6
O=C(NCC(=O)N1CCN(c2cccc(Cl)c2)CC1)c1ccc(Br)o1	-1.6
Cc1cc(C)c(C(=O)NC2CCCc3c2cnn3-c2cccc(C)c2C)o1 (stereo not drawn)	4.2
Cc1ccccc1C(C(=O)NCc1ccco1)N(CC1CCCO1)C(=O)Cn1nnc2ccccc21 (stereo not drawn)	12*
N#Cc1cccnc1N1CCN(C(=O)c2ccco2)CC1	-0.9
COc1cc2c(cc1N/C=C(\C#N)c1nc(-c3ccccc3)cs1)oc1ccccc12	5.9
Cn1c(=O)c2c(nc(N3CCN(C(=O)c4ccco4)CC3)n2CCSc2ncccn2)n(C)c1=O	-1.3
Cc1ccc(C(=O)OCC(=O)Nc2sccc2C(N)=O)cc1NC(=O)c1ccco1	-1.4
COc1ccc(-c2ccc(C#N)c(SCC(=O)NCc3ccco3)n2)cc1OC	0.5
O=C(N/N=C/c1cccc([N+](=O)[O-])c1)c1cc2c(ccc3ccccc32)o1	-1.4

Additional structures follow:
SMILES	TTR transcr act
O=C(CN1CCN(Cc2ccccc2Cl)CC1)N=Nc1c(O)[nH]c2ccccc12	3.2
Cc1ccc(C(C(=O)NC2CCCC2)N2CCc3ccccc32)cc1 (stereo not drawn)	0.5
O=C(NC1CCCCC1)c1ccc(-c2ccc(Cl)cc2)o1	4.3
CCOC(=O)CSc1nc(N)c(C#N)cc1C#N	-2.6

Source: PubChem BioAssay (The Scripps Research Institute Molecular Screening Center)

Only part of the results is shown. The share of hits here may be higher or lower than overall.
